Bioassay records from PubChem.
FBW7 activator: human FBW7 E3 ligase activation, primary screen; Q969H0; AlphaScreen FBW7–phospho-cyclin E peptide binding, activator screen; normalized activity (activation), % at 26.1 µM; actives 0.13% (n = 650,000); in the data active means normalized activity above about 1.9%;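 further: purified mutant Fbw7 with reduced substrate affinity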
Target sequence (Q969H0 whole entry, looked up): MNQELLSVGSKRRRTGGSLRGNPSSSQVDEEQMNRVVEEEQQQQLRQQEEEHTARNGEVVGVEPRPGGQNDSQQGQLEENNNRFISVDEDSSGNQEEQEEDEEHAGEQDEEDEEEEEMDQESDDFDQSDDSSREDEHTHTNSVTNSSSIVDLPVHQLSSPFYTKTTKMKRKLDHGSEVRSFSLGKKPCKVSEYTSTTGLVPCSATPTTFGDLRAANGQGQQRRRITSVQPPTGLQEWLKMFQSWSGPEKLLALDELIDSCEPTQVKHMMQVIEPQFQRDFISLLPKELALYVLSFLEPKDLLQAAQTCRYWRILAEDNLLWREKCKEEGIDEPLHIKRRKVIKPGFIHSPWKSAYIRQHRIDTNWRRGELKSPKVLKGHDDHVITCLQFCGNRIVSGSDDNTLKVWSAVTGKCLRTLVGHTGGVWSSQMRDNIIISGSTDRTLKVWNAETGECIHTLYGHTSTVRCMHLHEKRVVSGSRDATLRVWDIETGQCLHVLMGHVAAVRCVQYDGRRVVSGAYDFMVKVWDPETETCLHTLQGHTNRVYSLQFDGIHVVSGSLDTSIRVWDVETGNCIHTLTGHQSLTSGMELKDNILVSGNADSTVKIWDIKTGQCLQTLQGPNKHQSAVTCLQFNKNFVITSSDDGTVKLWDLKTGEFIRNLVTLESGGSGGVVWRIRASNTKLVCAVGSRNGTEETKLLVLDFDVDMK
TEAD-YAP block: TEAD-YAP interaction inhibition. HEK-TIYL cells, TEAD-Gal4/YAP UAS-luciferase luminescence. inhibition, % at 9.12 µM. actives 1.4% (n = 640,000). AID 1259422; in the data active means inhibition above about 32%;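 further: 0% = median of test compound wells and 100% = reference inhibitor wells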
GPR151 ag: human GPR151 activation. AID 1508602. activation, % at 11.2 µM. actives 1% (n = 650,000). Q8TDV0. PathHunter beta-arrestin GPR151 cells, luminescence; in the data active means activation above about 4.9%;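 further: 0% = median of compound wells and 100% = cells with positive control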
MITF inh: inhibitors of human MITF; O75030; AlphaScreen MITF homodimerization, bead proximity signal; inhibition, % at 2.6 µM; actives 0.91% (n = 650,000); in the data active means inhibition above about 50%;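 further: 0% = vehicle wells with protein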
Numbers without * were called inactive; & = joins results of further samples. The order is random. Share with any hit: about 3.5%.

No. | canonical_smiles | FBW7 activator | TEAD-YAP block | GPR151 ag | MITF inh
1 | COc1ccc(Cc2ccc(OC)cc2)cc1 | 0.8 | 9 | -0.5 | 1
2 | Cc1ccccc1NC(=S)NCCO | 0.1 | 5 | -0.8 | 13
3 | COc1cc(NC(=O)NC(C)C)c2ncccc2c1 | 0.3 | 21 | -1.7 | 8
4 | O=C(Nc1ccc2c(c1)C(=O)N(c1ccccc1)C2=O)c1ccc(Br)cc1 | 0.2 | 7 | -0.6 | 9
5 | CCOC1=C/C(=C/c2c(N)n3nc(N4CCCC4)sc3nc2=O)C=CC1=O | -0.1 | 9 | -1.9 | 5
6 | Cc1ccccc1NCC(=O)N/N=C\c1ccccc1 | 0.2 | -7 | 0.0 | 6
7 | O=c1[nH]c(Cl)c(I)c(=O)[nH]1 | -0.1 | 5 | 3.5 | 2
8 | COc1ccc(NC(=O)c2c(NC(=O)CCC(=O)O)sc3c2CCCC3)cc1 | 0.0 | -6 | 0.9 | 10
9 | CCSc1nnc2ccc(-c3ccc(OC)c(OC)c3)nn12 | -0.2 | -11 | 0.1 | 2
10 | CC1CCCN(c2nc3c(c(=O)[nH]2)CN(Cc2ccc(F)cc2)CC3)C1 (configuration not stated) | 0.1 | 3 | 0.1 | 4
11 | COc1ccc(CCNC(=O)c2cnc(Nc3cccnc3)s2)cc1 | -0.1 | -22 | -1.0 | 5
12 | CC(=O)c1cccc(NS(=O)(=O)c2ccc(Cl)cc2)c1 | 0.1 | 4 | -0.3 | 13
13 | COCCn1nnnc1C(c1cc2cccc(C)c2[nH]c1=O)N1CCSCC1 (configuration not stated) | 0.0 | -4 | -0.5 | -7
14 | Cc1cc(C)n2nc(C(=O)OCc3cccc(S(=O)(=O)N(C)C)c3)nc2n1 | 0.0 | -8 | 0.1 | 8
15 | Cc1ccc(-c2nc(CCNS(=O)(=O)c3cccs3)cs2)cc1 | 0.1 | -1 | -0.1 | 10
16 | Cc1cc(C(=O)OCC(=O)c2ccc3c(c2)OCCO3)c(C)o1 | 0.3 | -20 | -9.3 | 23
17 | COc1ccc(CNc2ccccc2O)cc1OC | -0.1 | 3 | -1.4 | 6
18 | Cc1ccccc1N1CC(O)(c2cccc([N+](=O)[O-])c2)[N+]2=C1CCCC2 (configuration not stated) | -0.2 | -7 | 2.4 | -6
19 | O=C(Cn1c(C2CC2)nc2c(cnn2-c2ccccc2)c1=O)Nc1cccc(Cl)c1 | 0.0 | -3 | -0.2 | -3
20 | CC(=O)N1CCc2c(sc(NC(=O)CSc3ccccc3)c2C(N)=O)C1 | 0.0 | -5 | 4.0 | 13
21 | O=C([C@H](Cc1ccccc1)N1Cc2ccccc2C1=O)N1CCN(Cc2ccccc2)CC1 | 0.2 | 8 | -0.9 | 12
22 | Cc1cccc(NCC(=O)N/N=C/c2cc3c(cc2Br)OCO3)c1 | 0.0 | 2 | 0.7 | 0
23 | COc1ccc(C2=NN(C(=O)CSc3nnc(CNC(=O)c4ccccc4)n3-c3ccccc3OC)C(c3ccc(OC)cc3)C2)cc1 (configuration not stated) | 0.1 | -1 | -0.2 | 0
24 | O=C(CN1C(=O)c2ccccc2C1=O)Nc1ccc(NC(=O)c2ccco2)cc1 | -0.3 | 3 | 0.5 | -5
25 | COc1ccc(Cc2cnc(NC(=O)COc3cccc(C(F)(F)F)c3)s2)cc1 | -0.1 | -7 | 0.3 | 0
26 | CSc1nnc2nc3c(nn12)c1ccccc1n3C | 0.0 | -3 | -0.5 | -7
27 | CC(C)NC(=O)c1ccc(CNc2nc(=S)[nH]c3ccccc23)cc1 | 0.0 | -1 | 0.8 | 0
28 | CC1(C)CC(=O)c2cnc(NC(=O)c3ccccc3)nc2C1 | 0.6 | -44 | -0.5 | 17
29 | CCNC(=O)C1=C2c3ccccc3CC(C)(C)N2C(=O)C1=O | -0.1 | 0 | 6.1* | -3
30 | CN1CCN(C(=O)c2ccc(-c3ccc(C(=O)NCCOc4ccccc4)s3)cc2)CC1 | 0.2 | -10 | -0.3 | 0

2 compounds from above, showing only MITF inh.
No.	Structure	MITF inh
24	O=C(CN1C(=O)c2ccccc2C1=O)Nc1ccc(NC(=O)c2ccco2)cc1	-5
25	COc1ccc(Cc2cnc(NC(=O)COc3cccc(C(F)(F)F)c3)s2)cc1	0

Remaining list, next part:
No. | canonical_smiles | FBW7 activator | TEAD-YAP block | GPR151 ag | MITF inh
31 | Cc1oc(-c2ccc(Cl)cc2)nc1CN1CCCC(C(=O)NCCCN2CCCC2)C1 (configuration not stated) | -0.1 | -5 | -1.0 | -64
32 | COc1ccc(C)cc1S(=O)(=O)Nc1ccc(Br)cc1 | -0.2 | -5 | 2.1 | -13
33 | O=C(Nc1cc(Cl)cc(Cl)c1)c1ccc(Br)o1 | 0.0 | -7 | 2.8 | 0
34 | CC1CCCCC1NC(=O)CN1CCC(NC(=O)c2ccc([N+](=O)[O-])cc2)CC1 (configuration not stated) | 0.0 | -2 | -0.8 | 2
35 | CC(=O)C1=C(O)C(=O)N(CCO)C1c1cccnc1 (configuration not stated) | -0.1 | 3 | -1.0 | 14
36 | CCC(CC)NS(=O)(=O)c1ccc(NC(C)=O)cc1 | 0.3 | -12 | -0.8 | -14
37 | Cc1ccc(CNc2nc(C)c(-c3ccn(C)n3)s2)cc1 | 0.7 | 9 | -0.9 | 14
38 | O=C(C1CCCCC1)N1CCCC(c2ccnc3ncnn23)C1 (configuration not stated) | -0.1 | -5 | 0.1 | 18
39 | CCN(CCCNC(=O)C1c2ccccc2C(=O)N(Cc2ccc(F)cc2)C1c1ccc(OC)cc1)Cc1ccccc1 (configuration not stated) | 0.2 | 1 | -0.5 | 5
40 | COC(=O)c1cnn(S(=O)(=O)c2ccc(Cl)cc2)c1N | 0.2 | 12 | -1.8 | 21
41 | CC(C)N(C(=O)CN1CCN(c2ccccc2)CC1)C(C)C | 0.3 | 17 | -0.7 | 12
42 | O=CN1CCN(C(=O)c2ccc(I)cc2)CC1 | -0.1 | 3 | 0.0 | 9
43 | COc1cccc(CC2(CO)CCCN(Cc3nc(-c4cccs4)oc3C)C2)c1 (configuration not stated) | 0.0 | -3 | -1.0 | -8
44 | CC(C)c1cc(C(F)(F)F)nc(SC2CC(=O)C3OCC2O3)n1 (configuration not stated) | 0.1 | -2 | 1.8 | 11
45 | O=C(c1cccc(F)c1)c1coc2ccc(Cl)cc2c1=O | -0.1 | -7 | -1.9 | -5
46 | Fc1ccc(-n2cc(-c3ccccc3)c3c(NCC4CCCO4)ncnc32)cc1 (configuration not stated) | -0.1 | -10 | 0.6 | 0
47 | CCOC(=O)c1c(NC(=O)/C=C/c2ccccc2)sc(C(C)=O)c1C | 0.2 | 6 | 0.3 | 19
48 | COc1ccc(CC2(CCC(=O)NC(C)CO)CCC(=O)N2)c2ccccc12 (configuration not stated) | 0.0 | -6 | -0.4 | 18
49 | COC(=O)c1ccccc1S(=O)(=O)Nc1cccc(OC)c1 | -0.1 | -14 | -0.8 | -6
50 | O=C(CSc1nccn1Cc1ccco1)NC1CCCC1 | 0.0 | -6 | -1.5 | 1
51 | COc1ccc(Cn2c(CCC(=O)Nc3ccc(CC#N)cc3)nc3cccnc32)cc1 | -0.1 | 0 | 0.8 | 0
52 | COc1cc2nc(CN3CCCC(C(=O)N4CCOCC4)C3)nc(N)c2cc1OC (configuration not stated) | -0.2 | 9 | -0.8 | 2
53 | CCOc1ccc(/C=c2\[nH]c(=O)/c(=C\c3ccc(OCC)cc3)[nH]c2=O)cc1 | 0.0 | -1 | -2.3 | 16
54 | CCn1c2ccccc2c2nnc(N/N=C(/C)c3ccc([N+](=O)[O-])cc3)nc21 | -0.1 | -3 | 3.3 | -5
55 | C=CCSc1nn2c(=O)c3ccccc3nc2s1 | -0.1 | -44 | -3.8 | -3
56 | COc1cc(/C=c2\sc3nc4ccccc4n3c2=O)c(Br)cc1OC(C)=O | 0.2 | 0 | 1.3 | 7
57 | COc1cc2nc(NCCCN3CCCC3=O)nc(Nc3ccc(Oc4ccccc4)cc3)c2cc1OC | -0.1 | 2 | 1.8 | 0
58 | Cc1nc(C(=O)NCC2CCC3(CCN(Cc4cnn(C)c4C)CC3)O2)cs1 (configuration not stated) | 0.1 | -5 | 1.2 | -11
59 | COc1ccccc1-n1c(=S)sc2c(=O)n(C3CCCCC3)c(SCC(=O)c3ccccc3)nc21 | 0.0 | -3 | -0.4 | 4
60 | O=C(Nc1ccc(S(=O)(=O)N2CCCCC2)cc1)C(c1ccccc1)c1ccccc1 | -0.1 | -7 | -1.6 | 3
61 | Cc1nn(-c2ccccc2C(C)C)c2c1C(=O)CC(C)(C)C2 | 0.1 | 3 | 3.8 | -2
62 | Cc1ccc(N2C(=O)/C(=C/c3ccc(OC(C)C(=O)O)cc3)C(=O)NC2=S)cc1 (configuration not stated) | 0.1 | 8 | -0.5 | 8
63 | CCN(CC)S(=O)(=O)c1ccc(C(=O)Nc2nc3c(s2)C(=O)CC(C)(C)C3)cc1 | -0.1 | -4 | -0.7 | 11
64 | N#Cc1cc([N+](=O)[O-])ccc1NC(=O)COC(=O)CCCc1c[nH]c2ccccc12 | 0.0 | 7 | -0.3 | 3
65 | O=C1CC(NNc2nc3ccccc3s2)C(=O)N1c1ccccc1 (configuration not stated) | 0.0 | 5 | -1.5 | 0
66 | CC(=O)NC(=S)NNC(=O)COc1ccc([N+](=O)[O-])cc1 | -0.1 | -1 | -0.5 | -10
67 | COc1ccc(NC(=S)Nc2ccc(S(N)(=O)=O)cc2)c(C)c1 | 0.0 | -3 | -1.0 | 14
68 | c1cn(-c2ncnc3sc4c(c23)CCCC4)cn1 | 1.0 | 9 | -0.5 | 7
69 | O=C(O)c1ccc(-n2c(-c3ccc(Br)cc3)n[nH]c2=S)cc1 | 0.0 | 3 | 1.4 | 5
70 | COc1ccccc1C(=O)NNC(=O)C(OC)c1ccccc1 (configuration not stated) | -0.3 | 6 | -0.1 | -9
71 | Cc1sc2ncn3cnnc3c2c1-c1ccccc1 | -0.2 | 10 | 3.8 | -6
72 | Cc1cc(C)c2c(NCc3ccccn3)n[nH]c2n1 | 0.1 | -1 | 0.9 | 2
73 | C/C(=N\NC(=O)c1ccccc1[N+](=O)[O-])c1ccc(F)cc1 | -0.1 | -15 | 1.2 | -2
74 | COc1ccc(NC(=O)c2nn(C34CC5CC(CC(C5)C3)C4)cc2[N+](=O)[O-])cc1OC | -0.1 | 11 | 0.9 | 1
75 | C(=C\c1nc(CCn2cnc3ccccc32)no1)/c1ccccc1 | -0.1 | 2 | 0.7 | 2
76 | CCN(CC)CC#CCOC(=O)C(O)(c1ccccc1)C1CCCCC1 (configuration not stated) | 0.0&-0.2&0.6&-0.1 | -5&3 | -0.3&0.9&0.7&0.8 | 3&-12&-2&6
77 | CCOC(=O)c1[nH]c(C)c(C(=O)N(CC(C)C)CC(C)C)c1C | -0.2 | 12 | 0.2 | 7
78 | CC1CCCC(C)N1C(=O)/C=C/c1ccc(F)cc1 (configuration not stated) | 0.8 | -39 | -1.1 | 7
79 | COc1ccc(OC)c(CN2CCSCC2)c1 | -0.1 | -8 | 3.4 | 28
80 | CC(=O)N1CCOc2cc(S(=O)(=O)N3CCCCC3C)c(Cl)cc21 (configuration not stated) | 0.4 | 6 | -2.7 | 11
81 | COc1ccccc1C(=O)NNC(=O)c1ccccc1Cl | 0.6 | -29 | -1.7 | 14
82 | CCOc1ccc(NC(=O)CCCCCn2c(=O)[nH]c3ccsc3c2=O)cc1 | 0.0 | 9 | -0.1 | -20
83 | CN(C)c1ccc([N+](=O)[O-])cc1/C=C(\C#N)c1nn(-c2ccccc2)c(N)c1C#N | 0.0 | -2 | 0.8 | 3

Structural class: the compounds so far containing an NH in an aromatic ring
No. | canonical_smiles | FBW7 activator | TEAD-YAP block | GPR151 ag | MITF inh
7 | O=c1[nH]c(Cl)c(I)c(=O)[nH]1 | -0.1 | 5 | 3.5 | 2
10 | CC1CCCN(c2nc3c(c(=O)[nH]2)CN(Cc2ccc(F)cc2)CC3)C1 (configuration not stated) | 0.1 | 3 | 0.1 | 4
13 | COCCn1nnnc1C(c1cc2cccc(C)c2[nH]c1=O)N1CCSCC1 (configuration not stated) | 0.0 | -4 | -0.5 | -7
27 | CC(C)NC(=O)c1ccc(CNc2nc(=S)[nH]c3ccccc23)cc1 | 0.0 | -1 | 0.8 | 0
53 | CCOc1ccc(/C=c2\[nH]c(=O)/c(=C\c3ccc(OCC)cc3)[nH]c2=O)cc1 | 0.0 | -1 | -2.3 | 16
64 | N#Cc1cc([N+](=O)[O-])ccc1NC(=O)COC(=O)CCCc1c[nH]c2ccccc12 | 0.0 | 7 | -0.3 | 3
69 | O=C(O)c1ccc(-n2c(-c3ccc(Br)cc3)n[nH]c2=S)cc1 | 0.0 | 3 | 1.4 | 5
72 | Cc1cc(C)c2c(NCc3ccccn3)n[nH]c2n1 | 0.1 | -1 | 0.9 | 2
77 | CCOC(=O)c1[nH]c(C)c(C(=O)N(CC(C)C)CC(C)C)c1C | -0.2 | 12 | 0.2 | 7
82 | CCOc1ccc(NC(=O)CCCCCn2c(=O)[nH]c3ccsc3c2=O)cc1 | 0.0 | 9 | -0.1 | -20

Values in list order from the entries so far:
Nos. 66–77 in GPR151 ag read -0.5, -1.0, -0.5, 1.4, -0.1, 3.8, 0.9, 1.2, 0.9, 0.7, -0.3&0.9&0.7&0.8, 0.2
